High-throughput results (PubChem BioAssay)
Pol eta inh: qHTS for Inhibitors of Polymerase Eta; DNA polymerase eta (Homo sapiens), Q9Y253; AID 588591, 2011; actives 1.2% (n = 390,000); Potency, µM (titrated, usually from 114 µM), inactives show at the top dose activity change, negative = inhibition, actives largely listed as inhibitors; recombinant Pol eta, fluorescent DNA replication assay; note: % is set by controls: 0 for no effect and ±100 for the full control effect
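Pol eta (10 nM) was preincubated with compounds for 15 min at room temperature, after which fluorescent replication substrate (50 nM final) was added to start the reaction. Fluorescence was read kinetically at 0 and 10 min.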
BAZ2B inh: qHTS Assay for Inhibitors of BAZ2B; Bromodomain adjacent to zinc finger domain protein 2B (Homo sapiens), Q9UIF8; Potency, µM (top dose mostly 114 µM), for the others: at the top dose activity change, negative = inhibition, usual class: inhibitors; actives 4.4% (n = 360,000); AID 504333, 2011; AlphaScreen BAZ2B-H3K14Ac peptide displacement; note: % is set by controls: 0 for no effect and ±100 for the full control effect; nearly all actives have a fitted effect of over 60% in size
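AlphaScreen luminescence quantifies BAZ2B engagement of H3K14Ac peptide; the protein and biotinylated peptide are both at 50 nM final, buffer PBS pH 7.4 with 0.01% Tween-20, all steps at room temperature.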
G9a inh: qHTS Assay for Inhibitors of Histone Lysine Methyltransferase G9a; actives 8.8% (n = 350,000); Potency, µM (highest dose often 102 µM), without a hit: top-dose activity, negative = inhibition, hits mostly inhibitors; G9a H3K9 monomethylation, AlphaScreen, 2 h; AID 504332, 2011; Histone-lysine N-methyltransferase EHMT2 (Homo sapiens), Q96KQ7; note: % is set by controls: 0 for no effect and ±100 for the full control effect; nearly all actives have a fitted effect of over 75% in size
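Chemiluminescent proximity detection of H3K9 monomethylation, read after 10 min bead incubation in the dark. Reaction: 20 nM G9a, 500 nM biotin-H3K9 peptide, 20 uM SAM cofactor, 2 h, room temperature, following 15 min enzyme-compound preincubation.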
APE1 inh: qHTS Assay for Inhibitors of the Human Apurinic/apyrimidinic Endonuclease 1 (APE1) | DNA repair nuclease/redox regulator APEX1 (Homo sapiens), P27695 | recombinant APE1, TAMRA/BHQ-2 abasic DNA cleavage fluorescence | Potency, µM (series often up to 65.8 µM), for inactives: at the highest dose activity change, negative = inhibition, most hits filed as inhibitors | actives 0.35% (n = 350,000);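 note: plate controls were vehicle for no effect and reference inhibitor for full effect; nearly all actives have a fitted effect of over 55% in size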
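APE1 at 0.75 nM preincubated 15 min at room temperature with compound. Reaction then started with 50 nM double-stranded THF-abasic substrate labelled with TAMRA/BHQ-2, and 525/598 nm fluorescence read kinetically. Activity taken as third-minus-first read difference, normalized to DMSO and NSC13755 controls.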
JMJD2A Tudor inh: qHTS Assay for Inhibitors of JMJD2A-Tudor Domain; Lysine-specific demethylase 4A (Homo sapiens), O75164; AlphaScreen JMJD2A-Tudor / H3K4me3 peptide binding; Potency, µM (doses to about 114 µM), without a hit: top-dose activity change, negative = inhibition, actives largely listed as inhibitors; actives 4.4% (n = 390,000); AID 504339, 2011; note: % is set by controls: 0 for no effect and ±100 for the full control effect; nearly all actives have a fitted effect of over 50% in size
POLI inh: qHTS for Inhibitors of Polymerase Iota | Pol iota fluorescent replication assay, 10 min | Potency, µM (doses to about 115 µM), for the others: at the top dose activity, negative = inhibition, most hits filed as inhibitors | actives 1% (n = 390,000) | AID 588590, 2011
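Pol iota at 10 nM preincubated 15 min with compounds at room temperature; reaction started with fluorescent substrate, 50 nM final. Fluorescence read kinetically at 0 and 10 min; buffer-only wells as negative control.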
BLM helicase inh: qHTS Assay for Inhibitors of Bloom's syndrome helicase (BLM); actives 0.2% (n = 350,000); Potency, µM (series often up to 56.1 µM), without a hit: at the highest dose activity change, negative = inhibition, hits mostly inhibitors; AID 2528, 2010; recombinant BLM DNA unwinding, fluorescence dequenching; RecQ-like DNA helicase BLM (Homo sapiens), P54132;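 note: plate controls were vehicle for no effect and no enzyme for full effect; nearly all actives have a fitted effect of over 35% in size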
POLB inh: qHTS Assay for Inhibitors of DNA Polymerase Beta. P06746. Pol beta primer extension/strand displacement, fluorescence kinetic. Potency, µM (titrated, usually from 114 µM), for the others: at the highest dose activity change, negative = inhibition, most hits filed as inhibitors. actives 1.3% (n = 340,000). AID 485314, 2010; note: % is set by controls: 0 for no effect and ±100 for the full control effect
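Human Pol beta at 10 nM; strand-displacement substrate 50 nM final. Compound exposure 15 min at room temperature before start, reaction 10 min at room temperature.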
Pol kappa inh: qHTS for Inhibitors of Polymerase Kappa; purified Pol kappa, fluorescent DNA synthesis assay, 10 min; Potency, µM (titrated, usually from 107 µM), for the others: at the highest dose activity, negative = inhibition, most hits filed as inhibitors; actives 0.53% (n = 400,000); AID 588579, 2011; note: % is set by controls: 0 for no effect and ±100 for the full control effect
Target sequence (Q9UBT6 whole entry, looked up): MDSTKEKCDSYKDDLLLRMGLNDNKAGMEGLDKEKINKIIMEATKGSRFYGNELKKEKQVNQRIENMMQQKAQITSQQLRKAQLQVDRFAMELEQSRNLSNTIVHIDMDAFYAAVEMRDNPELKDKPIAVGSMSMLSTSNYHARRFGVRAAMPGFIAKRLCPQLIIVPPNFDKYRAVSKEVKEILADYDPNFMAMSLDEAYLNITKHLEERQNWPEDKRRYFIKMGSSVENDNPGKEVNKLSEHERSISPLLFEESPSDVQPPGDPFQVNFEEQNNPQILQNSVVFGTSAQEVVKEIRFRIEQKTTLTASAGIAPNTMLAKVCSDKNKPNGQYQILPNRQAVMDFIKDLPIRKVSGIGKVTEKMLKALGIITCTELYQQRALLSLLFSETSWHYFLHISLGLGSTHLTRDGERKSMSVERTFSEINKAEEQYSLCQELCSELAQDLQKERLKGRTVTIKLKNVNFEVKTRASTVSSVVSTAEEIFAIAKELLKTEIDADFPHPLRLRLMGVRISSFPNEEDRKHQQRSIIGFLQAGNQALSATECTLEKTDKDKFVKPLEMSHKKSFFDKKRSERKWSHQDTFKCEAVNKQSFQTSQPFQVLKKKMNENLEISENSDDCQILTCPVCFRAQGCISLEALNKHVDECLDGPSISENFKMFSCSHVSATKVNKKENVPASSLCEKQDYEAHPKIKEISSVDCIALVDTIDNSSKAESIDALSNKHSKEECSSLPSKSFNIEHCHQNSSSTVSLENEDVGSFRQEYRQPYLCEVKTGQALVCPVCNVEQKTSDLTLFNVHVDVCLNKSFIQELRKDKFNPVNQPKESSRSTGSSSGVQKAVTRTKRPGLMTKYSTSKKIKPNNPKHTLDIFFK
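10 nM Pol kappa preincubated 15 min at room temperature with compounds, then reaction started with substrate at 50 nM final. Fluorescence read kinetically at 0 and 10 min; buffer-only wells served as negative control.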
Starred values were filed as active, the others as inactive; ? = inconclusive; · = not tested or not shown; & = joins results of further samples; [ ] = another dose, or the depositor's remark. Calls come from the whole dose curve; as a rule, active = well fitted curve in the direction sought with a large enough effect; inconclusive = small, poorly fitted or top-dose-only effect, or another doubt; inactive = no such curve, though single readings can be large; an effect the other way counts as inactive or inconclusive. Potency is the fitted concentration of half-maximal effect.

| molecule | Pol eta inh | APE1 inh | G9a inh | POLB inh | POLI inh | JMJD2A Tudor inh | BAZ2B inh | BLM helicase inh | Pol kappa inh |
| --- | --- | --- | --- | --- | --- | --- | --- | --- | --- |
| CCOc1ccc(C2CC(=O)c3c([nH]c(C(=O)OCCOc4ccccc4)c3C)C2)cc1 (configuration not stated) | -5% | · | -2%[59 µM] | 18% | -24% | -11% | -3% | -7% | -10% |
| C=CCn1c(C)nnc1SCC(=O)Nc1cc(S(=O)(=O)N2CCCC2)ccc1Cl | -16% | 28% | 4%[0.501 µM] | · | 103%[activator] | -8% | 0% | · | -15% |
| COc1ccccc1N1CCN(c2ncnc3c2cnn3C)CC1 | 19% | · | -14%[59 µM] | -15% | 14% | -17% | 0% | -2% | -4%[60.1 µM] |
| Clc1nc(Cl)nc(N(c2ccccc2)c2ccccc2)n1 | -10% | 0% | 50µM* | 3% | 1% | 25µM* | 79µM* | -2% | -5% |
| Cc1ccc(-c2nc(C)c(CCNC(=O)C(=O)Nc3cc(C)ccc3C)s2)cc1 | -15% | · | 5%[59 µM] | 3% | 18% | -17% | 2% | 0% | -7%[60.1 µM] |
| CCc1ccccc1NC(=O)CSc1nnc(C2CC2)n1CC1CCCO1 (configuration not stated) | -1% | -24% | 12% | 51% | 16% | -6% | 8% | 1% | -14% |
| COC(=O)c1nc(NC2=NCCCCC2)n[nH]1 | -6% | 1% | ? | 0% | 9% | 79µM* | 1% | -12% | 0% |
| CC1CCN(S(=O)(=O)c2cccc(C(=O)NNC(=O)c3ccco3)c2)CC1 | -3% | 21% | -3%[12.7 µM] | 21% | 46%[activator] | -12% | -5% | -2% | -13% |
| COC(=O)CC1Oc2ccccc2-n2cc(-c3ccc(C)cc3)nc21 (configuration not stated) | 7% | · | -44%[59 µM] | 22% | -20% | -15% | ? | -1% | 2% |
| O=C(Nc1cccc(Cl)c1N1CCCC1)c1ccco1 | -21% | -9% | 141%[activator] | 0% | 3% | 78%[activator] | -1% | -10% | -4% |
| COc1cc2c(cc1OC)C(/C=C/c1ccco1)=NCC2 | 1% | 0% | 50µM* | 16% | 2% | -23% | -35% | -8% | -6% |
| O=C(Nc1cccc([N+](=O)[O-])c1)ONC1=NCCCCC1 | -12% | 9% | 5% | 21% | 57%[activator] | -12% | -19% | 0% | -4% |
| COc1cc(CNCCN2CCOCC2)ccc1OCc1ccc(Cl)cc1 | -14% | 3% | 17%[12.7 µM] | ? | ? | -16% | -30% | -6% | -5% |
| CN(C)c1nnnn1-c1ccc(Oc2ncc(C(F)(F)F)cc2Cl)cc1 | -5% | -6% | 58%[activator] | 12% | 85%[activator] | -7% | -4% | -25% | 1% |
| O=C(O)CSC1CC(=O)N(c2ccc(Cl)cc2)C1=O (configuration not stated) | -3% | 3% | ? | -27% | 2% | -29% | -26% | 0% | -17% |
| Cc1cccc(C)c1Nc1c(-c2cccs2)nc2ncccn12 | -9% | · | -28%[59 µM] | 16% | -7% | -10% | ? | 1% | -3% |
| Nc1nc(COc2ccccc2)cs1 | -5% | -1% | 7% | 16% | 17% | -14% | 1% | -1% | 0% |
| CC(=O)Nc1cccc(NC(=O)c2ccc([N+](=O)[O-])cc2Cl)c1 | -13% | 0% | -3%[59 µM] | -19% | 6% | -9% | -6% | -2% | -6% |
| CCOc1ccc(NC(=O)CSc2nc3c(oc4ccccc43)c(=O)n2CCOC)cc1 | -1% | · | -29%[59 µM] | -13% | 11% | -3% | -1% | -6% | -11% |
| COc1cc(C2CC(=O)Nc3cc(C)c(C)cc32)cc(OC)c1OC (configuration not stated) | -9% | -2% | -5%[59 µM] | 14% | 11% | -16% | 2% | 0% | -3% |
| COc1cc(C(=O)NC2CCN(C)CC2)ccc1Nc1ncc2c(n1)N(Cc1ccccc1)CCC(=O)N2C | -12% | · | · | · | 39%[activator] | ? | · | · | -10% |
| O=C(CN1CCCCC1)Nc1ccccc1-c1ccccc1 | -2% | -1% | 30%[59 µM] | 30% | -9% | 12% | 8% | -3% | -4% |
| Cc1ccc(C(=O)NC(=S)NCC2CCCO2)cc1[N+](=O)[O-] (configuration not stated) | -9% | 11% | ? | 2% | 5% | -15% | ? | -2% | -10% |
| COc1cccc(/C=C/C(=O)Nc2ccc3nc(N4CCN(C)CC4)cc(C)c3c2)c1OC | ? | · | ? | -1% | -13% | ? | ? | -8% | 0% |
| Cc1nn(-c2ccc3ccccc3c2)c(=O)c2ccccc12 | -6% | 4% | 58%[activator] | 0% | -3% | 23% | 12% | -5% | -10% |
| COCC(=O)Nc1ccc(C)c(Cl)c1 | 12% | -8% | 3%[12.7 µM] | 6% | 8% | -6% | 9% | -2% | -6% |
| NNC(=O)Cn1c(-c2ccccn2)nc2ccccc21 | -10% | 11% | -7% | -1% | 146%[activator] | -2% | -3% | 1% | -10% |
| Cc1ccc(S(=O)(=O)N2CCC(C(=O)N[C@H](C(=O)N3CCN(C)CC3)C(C)C)CC2)cc1 | 4% | -3% | ? | 20% | 16% | -5% | 1% | -1% | -3% |
| O=C(CSc1nc(SCC(=O)NCc2ccccc2)n(-c2ccccc2)n1)NCc1ccccc1 | -18% | 12% | 25µM* | 0% | 20% | -13% | 3% | -7% | -12% |
| COc1ccc(N=C2SC(C(=O)O)CC(=O)N2C)cc1 (configuration not stated) | -17% | 4% | ? | -11% | 3% | -7% | 6% | 3% | 5% |
| Nc1ccc(S(=O)(=O)Nc2nccc(/C=C/c3ccc(Cl)cc3Cl)n2)cc1 | 4% | -4% | -10% | -8% | -10% | -7% | -6% | -7% | -6% |
| Cc1ccc([N+](=O)[O-])cc1NC(=O)c1ccc(-c2ccccc2)cc1 | 3% | -3% | 17%[59 µM] | 1% | 3% | -20% | 12% | -2% | -19% |
| CS(=O)(=O)c1ccc(Cl)c(NC(=O)CCl)c1 | 1% | -8% | -39% | -9% | 50% | -8% | 25% | 3% | -10% |
| CC(=O)OC1CCC2(C)C(=CCC3C2CCC2(C)C3CC3ON=C(C)C32)C1 (configuration not stated) | -6% | · | · | · | -3% | -3% | · | · | -4% |
| Cc1cc(C)n(-c2nnc(SCC(=O)NC3CCCC3)c3ccccc23)n1 | -10% | 2% | 3%[59 µM] | 36% | 4% | -2%[57.1 µM] | -2% | 3% | -7% |
| Cc1cc(C)n2nc(SC(C)C(=O)N(C)C3CCCCC3)nc2n1 (configuration not stated) | -13% | -8% | · | · | 79%[activator] | 1% | · | · | -15% |
| CCOCC(=O)Nc1cc(C(=O)Nc2ccccc2)ccc1Cl | 0% | 1% | 24% | -1% | -26% | -12% | -4%[57.1 µM] | -4% | 3%[60.1 µM] |
| Cc1cccc2c1NC(=O)C2=O | 8.9µM* | · | · | · | 8.9µM* | ? | · | · | 50µM* |
| Cc1cccc(C(=O)N2CCC(N3CCC(C(=O)N4CCOCC4)CC3)CC2)c1 | 4% | 14% | 4% | 38% | 28% | -12% | -4% | -6% | 5% |
| CC(=O)Nc1sc(NC(=O)c2ccc(Cl)cc2)nc1-c1cccs1 | -17% | -1% | · | 9% | 49%[activator] | -5% | -3% | -1% | -13% |
| COc1ccc(CC(=O)OCC(=O)Nc2cccc(Cl)c2)cc1 | -5% | 0% | 32% | 3% | 10% | 5% | 12% | -3% | -16% |
| c1ccc(Cc2ccc(OCCn3ccnc3)cc2)cc1 | -15% | 15% | 5%[59 µM] | 8% | 51% | ? | ? | 0% | -3% |
| Cc1ccccc1Cn1nc(C)c(NC(=O)c2cc(CC(C)C)on2)c1C | -22%&-13% | -3% | -29% | ? | 7%&36% | -14%&-18% | -2%&4% | -4%&-2% | 0%&-24% |
| Cc1ccc(/C=C2\CCOC2=O)cc1 | -22% | -1% | -13%[2.33 µM] | 2% | 32%[activator] | -7% | 15% | -1% | 6% |
| COc1ccc(C2/C=C\CC(NC(=O)OCC3c4ccccc4-c4ccccc43)CC(=O)N2Cc2ccccc2F)cc1 (configuration not stated) | -4% | -5% | 29%[59 µM] | · | -6% | ? | · | -7% | 1% |
| COc1ccc(N2CC(O)(c3ccc(F)cc3)[N+]3=C2CCCC3)cc1 (configuration not stated) | -2% | -4% | 12% | 27% | 185%[activator] | 2% | -3% | 5% | -7% |
| CN1CCC(=NNC(=O)CN(c2cccc(Br)c2)S(C)(=O)=O)CC1 | -13% | 6% | 21% | 37% | 5% | 1% | 0% | -12% | -17% |
| CCC(=O)NCCn1c(C)cc2ccccc21 | -18% | 0% | 45µM* | 4% | 27% | -23% | -5% | -4% | -20% |
| N#CCc1nn(-c2ccccc2)c2ncnc(N)c12 | -20% | 2% | · | 4% | 29% | 1% | 3% | 1% | -4% |
| Cc1nc(NC(=O)/C=C/c2ccc(C(C)(C)C)cc2)sc1C(=O)N(C)C | -24% | 3% | 7%[59 µM] | -8% | -8% | 3% | -3% | -4% | 8% |
| CCCCn1c(N)c(N(CCOC)C(=O)CSCc2ccc(C)cc2)c(=O)[nH]c1=O | -19% | 28% | 45µM* | · | 31%[activator] | -11% | 6% | · | 2% |
| CCOC(=O)Cc1csc(SCC(=O)Nc2ccc3[nH]c(=O)[nH]c3c2)n1 | -3% | -1% | 25%[12.7 µM] | · | 11% | -20% | 1% | · | -9% |
| CCCCCC(=O)NC(=S)Nc1ccc(NC(=O)c2ccco2)cc1 | -4% | -1% | -9%[59 µM] | 4% | -15% | -3% | 6% | -3% | -11% |
| COc1cc(NC(=O)c2ccc(C)c(Cl)c2)ccc1NC(=O)c1cc2ccccc2o1 | 2% | · | 7%[59 µM] | 81% | 19% | 14% | ? | -13% | 10% |

An excerpt, so the mix of outcomes need not match the whole.
